TEAD-YAP inh: TEAD-YAP interaction inhibition; HEK-TIYL cells, TEAD-Gal4/YAP UAS-luciferase luminescence; 640,000 compounds, 1.4% hits; AID 1259422; inhibition, % at 9.12 µM; in the data active = inhibition above about 32%;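 note: 0% = median of test compound wells and 100% = reference inhibitor wells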
MITF primary: blocks human microphthalmia-associated transcription factor; AID 1259374; 650,000 compounds, 0.91% hits; O75030; AlphaScreen MITF homodimerization, bead proximity signal; inhibition, % at 2.6 µM; in the data active = inhibition above about 50%;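 note: 0% = vehicle wells with protein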
Target sequence (O75030 whole entry, looked up): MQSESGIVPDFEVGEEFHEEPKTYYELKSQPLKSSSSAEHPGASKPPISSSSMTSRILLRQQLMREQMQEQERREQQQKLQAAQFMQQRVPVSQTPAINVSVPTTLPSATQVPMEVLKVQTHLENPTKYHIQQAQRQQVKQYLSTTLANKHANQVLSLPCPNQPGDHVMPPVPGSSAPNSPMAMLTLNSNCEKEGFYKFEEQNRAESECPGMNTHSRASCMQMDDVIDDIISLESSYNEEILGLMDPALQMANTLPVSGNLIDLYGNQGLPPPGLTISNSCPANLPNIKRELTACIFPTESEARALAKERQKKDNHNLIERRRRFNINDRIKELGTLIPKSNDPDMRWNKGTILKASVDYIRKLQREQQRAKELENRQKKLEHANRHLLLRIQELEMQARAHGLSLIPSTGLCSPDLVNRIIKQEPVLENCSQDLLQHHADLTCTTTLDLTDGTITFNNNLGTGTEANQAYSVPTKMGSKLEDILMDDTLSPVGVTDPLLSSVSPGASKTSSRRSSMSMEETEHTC
GPR151 activ: human GPR151 activation; Q8TDV0; PathHunter beta-arrestin GPR151 cells, luminescence; activation, % at 11.2 µM; 650,000 compounds, 1% hits; in the data active = activation above about 4.9%;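 note: 0% = median of compound wells and 100% = cells with positive control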
Target sequence (Q8TDV0 whole entry, looked up): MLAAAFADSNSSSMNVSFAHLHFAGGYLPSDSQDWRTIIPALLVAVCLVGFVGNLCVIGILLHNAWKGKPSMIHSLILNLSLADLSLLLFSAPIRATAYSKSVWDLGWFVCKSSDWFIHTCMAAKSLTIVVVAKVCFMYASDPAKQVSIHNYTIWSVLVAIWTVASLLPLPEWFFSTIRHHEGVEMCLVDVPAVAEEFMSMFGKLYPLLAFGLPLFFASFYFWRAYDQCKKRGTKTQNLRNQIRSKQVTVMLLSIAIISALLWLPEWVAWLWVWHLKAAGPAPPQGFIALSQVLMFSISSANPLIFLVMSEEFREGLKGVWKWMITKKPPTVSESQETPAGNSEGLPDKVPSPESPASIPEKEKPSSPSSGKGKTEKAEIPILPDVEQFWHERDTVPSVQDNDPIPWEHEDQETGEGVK
FBW7 activator: human FBW7 E3 ligase activation, primary screen. AlphaScreen FBW7–phospho-cyclin E peptide binding, activator screen. normalized activity (activation), % at 26.1 µM. 650,000 compounds, 0.13% hits; in the data active = normalized activity above about 1.9%;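 note: purified mutant Fbw7 with reduced substrate affinity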
* marks the source's active call; other numbers are inactive results; · = not tested or not shown; & = joins results of further samples. No enrichment for hits; overall some 3.4% were active at least once.

SMILES | TEAD-YAP inh | MITF primary | GPR151 activ | FBW7 activator
COc1ccc(C(=O)NCCC(=O)NC2CCCCC2C)cc1OC (stereo not drawn) | 23.0 | 6.3 | -0.4 | 0.1
CCOC(=O)c1c(NC(C)=O)sc([N+](=O)[O-])c1C1CC1 | 7.0 | 4.1 | -0.2 | -0.2
O=C(OCC(=O)N1CCCC1)c1ccc(O)cc1 | 2.2 | 3.8 | -2.5 | 0.0
O=C(CSc1nc(Nc2ccccc2)nc(Nc2ccccc2)n1)Nc1nccs1 | -2.0 | 14.0 | 0.0 | 0.3
O=c1c(-c2ccc3c(c2)OCCCO3)coc2cc(O)ccc12 | 75.1* | -1.4 | -3.0 | 0.0
O=C(CCN1CCN(C/C=C/c2ccccc2)CC1)Nc1cccc(F)c1 | 3.1 | 8.6 | 0.3 | 0.5
O=C(NCc1ccc2c(c1)OCO2)c1sc(=S)n2c1[nH]c(=O)c1ccccc12 | -0.9 | 5.8 | 0.3 | 0.0
CCCc1nc(NCCCO)c(C#N)c2c1CCCC2 | 1.2 | 19.6 | -0.7 | 0.3
O=C(NCc1n[nH]c(=S)n1-c1ccccc1Cl)c1ccc(S(=O)(=O)N2CCCCC2)cc1 | -7.9 | -6.6 | -0.7 | -0.4
Cc1cc(C(=O)COC(=O)c2cccs2)c(C)n1-c1c(C)n(C)n(-c2ccccc2)c1=O | 0.7 | 1.0 | -0.5 | 0.0
Cc1ccccc1C1CC(c2ccc(Br)cc2)Nc2nnnn21 (stereo not drawn) | 1.9 | 8.8 | -0.6 | -0.1
COCCCn1c(C)cc(C(=O)CSc2ncnc3sccc23)c1C | 43.3* | 13.6 | 0.2 | -0.4
CC(C)OP(=O)(OC(C)C)C(Nc1ccccc1)c1cccc2c1OCO2 (stereo not drawn) | 9.1 | 16.4 | 1.1 | 0.0
COc1ccc(-c2cc(C(F)F)nc(NN)n2)cc1 | 10.9 | 11.8 | 1.3 | 0.2
COc1ccc2oc(=O)c(C(=O)N3CCN(C45CC6CC(CC(C6)C4)C5)CC3)cc2c1 | 3.5 | -15.6 | -1.0 | 0.1
O=C(/C=C/c1cccs1)Nc1nc(-c2cccnc2)cs1 | -31.1 | 20.1 | -1.8 | 0.1
O=C(O)C(Sc1nncc2ccccc12)c1ccccc1 (stereo not drawn) | 0.0 | 1.3 | -0.7 | -0.1
COCC(=O)N1CCCc2ccc(NS(=O)(=O)c3cccc(C)c3)cc21 | 0.1 | 0.4 | 0.1 | -0.2
CCc1ccc(NC(=O)CCC(=O)N/N=C/c2ccc(Cl)cc2)cc1 | -16.9 | -6.8 | 1.0 | 0.2
CCCCCCCC/C=C(\CCCCCCCC(=O)O)[N+](=O)[O-] | · | 1.7 | -0.9 | ·
CCc1cc2c(=O)c(-c3ccc4c(c3)OCCCO4)c(C)oc2cc1OCC#N | -2.7 | -9.9 | -0.9 | 0.0
COc1cc(C2C(C#N)=C(N)Oc3n[nH]c(C)c32)ccc1OCC(=O)Nc1ccccc1C (stereo not drawn) | -7.5 | 4.5 | 0.0 | -0.4
Nc1nc(SCC(=O)Nc2ccccc2Cc2ccccc2)n[nH]1 | 3.8 | -1.5 | -1.4 | -0.1
CC1=C(C(N)=O)C(c2cccnc2)n2nc(-c3cccc(C)c3)nc2N1 (stereo not drawn) | -1.2 | 0.2 | 1.0 | -0.1
COc1ccccc1-n1c(=O)c2ccccc2c2ccccc2c1=O | 7.3 | 2.4 | 0.2 | 0.1
SMILES | TEAD-YAP inh | MITF primary | GPR151 activ | FBW7 activator
O=C(NCCO)C(=O)NCC(c1ccco1)N1CCN(c2ccccc2)CC1 (stereo not drawn) | 9.7 | -1.2 | 1.7 | -0.1
CCCN1CCC(=NNc2ccc(C(=O)O)cc2)CC1 | -54.8 | 25.2 | 0.5 | 0.2
CCn1c(CNS(=O)(=O)c2ccc(C)cc2)nnc1SCc1ccccn1 | 0.5 | -2.5 | -0.1 | -0.1
COc1ccc(-c2nnc(SCC#N)n2C)cc1 | -30.7 | 5.8 | 0.9 | -0.3
Cc1cnc(-c2cccs2)nc1NCCOc1ccccc1 | -7.7 | 1.2 | 3.8 | -0.1
O=C(COc1c(-c2ccco2)oc2ccccc2c1=O)OC1CCCCC1 | 2.6 | 0.2 | -1.3 | 0.0
CCOC(=O)CNC(=O)c1ccc([N+](=O)[O-])cc1 | -16.8 | -8.9 | -0.3 | 0.0
CCOC(=O)c1cnc2c(OC)cccc2c1Nc1c(F)cccc1F | 7.7 | 1.3 | -1.3 | -0.1
CC(C)C(=O)N1CCN(c2ccccc2NC(=O)c2cccc([N+](=O)[O-])c2)CC1 | 2.5 | 20.8 | -2.1 | 0.1
CC1=CC(C)(C)N(C(=O)CCl)c2ccc(C)cc21 | 24.7 | -7.3 | 4.2 | -0.1
Cn1c(SCC(=O)c2c[nH]c3ccccc23)nnc1-c1ccco1 | -3.4 | 1.0 | -0.9 | -0.2
CCCCC1CCC(C(=O)Nc2c3c(nn2-c2ccc(C)cc2)CS(=O)(=O)C3)CC1 (stereo not drawn) | 4.0 | 5.9 | -2.7 | 0.1
O=C(Nc1ccc2ccccc2c1)c1ccc(Cl)cc1 | -48.7 | 3.4 | 5.2* | 0.0
CC(C)(C)C1CCC(OC(=O)Nc2ccc3ccccc3c2)CC1 (stereo not drawn) | 79.7* | -6.6 | 1.3 | -0.2
Cc1ccc(NC(=O)c2cccc(F)c2F)cc1C | -53.5 | 11.7 | -4.8 | 0.5
O=C(Oc1cc2sc(=O)oc2cc1-c1ccc([N+](=O)[O-])cc1Cl)c1ccccc1 | 2.4 | 7.7 | -0.3 | 0.0
CCOCCCNC(=O)CCc1nnc(CCC2CCCCC2)o1 | -13.8 | -1.9 | -2.9 | 0.0
Cc1cc(=O)oc2cc(OC(=O)Nc3ccccc3)ccc12 | -23.0 | -6.8 | -1.6 | 0.0
Cn1ncc([N+](=O)[O-])c1C(=O)Nc1ccc(-c2nc3ccccc3o2)cc1 | -44.8 | 4.7 | 0.8 | 0.0
COc1ccc(C(=O)/C=C/Nc2ccc(S(N)(=O)=O)cc2)cc1 | -1.3&-8.6 | -0.9&10.7 | 0.4&0.7 | -0.1&-0.1
CCOC(=O)c1sc2nc(SCc3ccccc3C)n(Cc3ccc(C)cc3)c(=O)c2c1C | 2.6 | 0.6 | -0.9 | 0.3
Cc1cccc(-n2c(SCC(=O)NC(C)(C)C)nnc2-c2cccnc2)c1C | 7.6 | 0.9 | 0.5 | 0.2
COc1cc2c(cc1OC)C(COc1ccccc1OC)N(C(=O)c1ccc(C)cc1)CC2 (stereo not drawn) | 2.9 | 13.4 | 0.5 | 0.0
COc1cc2[nH]c(=O)n(CCCC(=O)NCc3cccnc3)c(=O)c2cc1OC | -0.4 | 9.0 | 0.2 | 0.0
COC(=O)c1ccc(N2C(=O)/C(=C/c3ccc(OC)c(Br)c3)C=C2c2ccccc2)cc1 | -4.2 | 0.2 | 1.8 | 0.0
SMILES | TEAD-YAP inh | MITF primary | GPR151 activ | FBW7 activator
COCc1cccc(-c2ccc3c(c2)COC2(CCN(C(C)=O)CC2)O3)c1 | -4.1 | -7.8 | 1.0 | 0.0
S=c1[nH]nc(-c2ccncc2)n1-c1ccc2c(c1)OCCO2 | 4.7 | 16.2 | -0.6 | 0.6
Cc1nc(N2CCCCC2C)c2c(C)c(C(=O)Nc3ccc(Br)cc3C)sc2n1 (stereo not drawn) | 2.0 | -4.0 | -0.1 | -0.1
Cn1cc(C(=O)N2CCOCC2)c(=O)c2cc(S(=O)(=O)N3CCOCC3)ccc21 | -0.6 | 0.4 | -0.3 | -0.1
Cc1cc(NC(=O)COCc2cc(-c3ccco3)on2)no1 | -7.3 | -1.6 | 0.1 | -0.1
O=C(/C=C/c1cccs1)NCCNC(=O)/C=C/c1cccs1 | 7.4 | 10.8 | 1.7 | 0.1
Cc1ccc(C(=O)OC(C)CN2CCN(C3=NS(=O)(=O)c4ccccc43)CC2)cc1 (stereo not drawn) | -1.3 | -11.1 | 0.0 | 0.0
COc1ccc2c(c1)-c1c(ssc1=S)C(C)(C)N2C(=O)CSc1nccn1C | 11.2 | 28.4 | -2.1 | 0.4
CCOc1ccc(C(=O)Nc2ccc3oc(-c4ccncc4)nc3c2)cc1 | -6.4 | -18.8 | 0.7 | 0.3
CC(=O)C(C(C)=O)C1c2ccccc2Oc2ccc(F)cc21 (stereo not drawn) | 1.7 | 4.2 | 0.7 | -0.2
O=[N+]([O-])c1ccc(-c2nnc(CSc3nnc(Nc4ccccc4)s3)o2)cc1 | 1.0 | 2.9 | -0.4 | -0.1
CC1CN(c2ccc(Cl)nn2)CC(C)O1 (stereo not drawn) | -2.5 | 9.2 | -0.7 | 0.1
CCOC(=O)c1cnc2ccc(OCC)cc2c1NC(C)CC (stereo not drawn) | 17.3 | -5.4 | 0.9 | 0.3
COc1ccc(NCc2cc(=O)n(C)c(=O)n2C)cc1 | -4.8 | -8.7 | -0.8 | 0.0
CC(C)(C)C1CCC2(CC1)NC(=O)N(CC(=O)Nc1ccc(C(N)=O)cc1)C2=O (stereo not drawn) | -6.0 | 3.8 | -0.5 | 0.0
Cc1ccccc1-n1ncc(C(C)NC(=O)CCN2CCCC2=O)c1C (stereo not drawn) | -7.3 | 11.6 | 1.0 | -0.1
COc1ccccc1Nc1cc(C(=O)NCCCOC(C)C)c2ccccc2n1 | 4.9 | -3.5 | 0.2 | 0.5
CCCCCCc1cc2cc(-c3nnc(-c4ccc([N+](=O)[O-])cc4)o3)c(=O)oc2cc1O | 3.7 | -7.3 | -2.3 | 0.0
CC1=C(C(=O)N2CCN(Cc3ccc4c(c3)OCO4)CC2)C2(CCC(C)CC2)OC1=O (stereo not drawn) | -1.7 | 11.4 | 6.5* | 0.0
O=C(c1ccccc1)C(C(=O)N1CCCCC1)n1ccccc1=O (stereo not drawn) | 1.1 | -15.9 | -0.1 | -0.1
O=C(NCCc1ccccc1)c1ccccc1-c1nc2ccccc2[nH]1 | -13.2 | 1.2 | 0.3 | 0.0
C=CCN(CP(=O)(OCC)OCC)C(=O)c1ccccc1F | -1.6 | 8.9 | -0.5 | -0.5
CCC1(CCC(=O)N2CCc3ccccc3C2)CCC(=O)N1 (stereo not drawn) | 7.6 | -4.8 | 0.1 | 0.0
O=C(Nc1ccccc1I)c1ccc(Cl)c([N+](=O)[O-])c1 | 4.8 | -5.9 | 1.7 | 0.0
COc1ccccc1NC(=S)Nc1ccccn1 | -15.3 | 6.3 | -0.6 | -0.1
SMILES | TEAD-YAP inh | MITF primary | GPR151 activ | FBW7 activator
CC1CCCCC1NC(=O)c1ccc(NC(=O)c2ccc(=O)[nH]c2)cc1 (stereo not drawn) | -1.3 | -11.8 | -0.7 | 0.0
CCOc1ccc(NC(=O)CSc2nc3ccccc3c(=O)n2CCCC(=O)NCc2ccccc2)cc1 | 0.4 | -14.1 | -0.7 | 0.2
CCOc1ccc(C2Oc3ccccc3C3CC(c4ccc(OC)cc4)=NN32)cc1 (stereo not drawn) | -65.2 | 4.3 | -0.4 | -0.1
C[C@@H]1CN(C(=O)CC2(c3cccc(F)c3)CC(=O)N(Cc3cccnc3)C2=O)C[C@H](C)O1 (stereo partly drawn) | 0.3 | 1.7 | 0.2 | 0.1
Cc1ccc(-n2c(O)c(C=NC3CCC(O)CC3)c3ccccc3c2=O)c(C)c1 (stereo not drawn) | -2.0 | -6.2 | 0.5 | -0.1
CCNC(=S)NNC(=O)CSc1nnc(-c2ccc(C(C)(C)C)cc2)n1-c1ccccc1 | 9.6 | 13.8 | -0.3 | 0.0
CCn1cc(CN2CCC(C3(C)NC(=O)N(C4Cc5ccccc5C4)C3=O)CC2)c(C)n1 (stereo not drawn) | -9.9 | -8.8 | -0.1 | 0.0
c1cc(NC2CC2)nc(N2CCN(Cc3ccc4c(c3)OCO4)CC2)n1 | -9.5 | 2.6 | 0.2 | 0.1
CC1CCCN(CCCNC(=O)CN2N=C(c3ccccc3)CCC2=O)C1 (stereo not drawn) | -3.8 | -1.6 | 0.3 | 0.2

Filtered by structure, the compounds so far containing a nitro group on carbon
SMILES | TEAD-YAP inh | MITF primary | GPR151 activ | FBW7 activator
CCOC(=O)c1c(NC(C)=O)sc([N+](=O)[O-])c1C1CC1 | 7.0 | 4.1 | -0.2 | -0.2
CCCCCCCC/C=C(\CCCCCCCC(=O)O)[N+](=O)[O-] | · | 1.7 | -0.9 | ·
CCOC(=O)CNC(=O)c1ccc([N+](=O)[O-])cc1 | -16.8 | -8.9 | -0.3 | 0.0
CC(C)C(=O)N1CCN(c2ccccc2NC(=O)c2cccc([N+](=O)[O-])c2)CC1 | 2.5 | 20.8 | -2.1 | 0.1
O=C(Oc1cc2sc(=O)oc2cc1-c1ccc([N+](=O)[O-])cc1Cl)c1ccccc1 | 2.4 | 7.7 | -0.3 | 0.0
Cn1ncc([N+](=O)[O-])c1C(=O)Nc1ccc(-c2nc3ccccc3o2)cc1 | -44.8 | 4.7 | 0.8 | 0.0
O=[N+]([O-])c1ccc(-c2nnc(CSc3nnc(Nc4ccccc4)s3)o2)cc1 | 1.0 | 2.9 | -0.4 | -0.1
CCCCCCc1cc2cc(-c3nnc(-c4ccc([N+](=O)[O-])cc4)o3)c(=O)oc2cc1O | 3.7 | -7.3 | -2.3 | 0.0
O=C(Nc1ccccc1I)c1ccc(Cl)c([N+](=O)[O-])c1 | 4.8 | -5.9 | 1.7 | 0.0

Screens deposited in PubChem by The Scripps Research Institute Molecular Screening Center.
